Source: PubChem BioAssay (several laboratories)
GalR3 antag – GalR3 antagonists in HEK293 cells, primary screen, cell-based, fluorescence readout; Galanin receptor type 3 (Homo sapiens), O60755; HEK293 GalR3-CNG cAMP membrane potential fluorescence; galR3 body fused to GalR1 C-terminus; inhibition, % at 3 µM; 360,000 tested, 0.44% active;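 active means inhibition above the screen-wide average plus 3 SD, cut at about 13% in these data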;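 further: forskolin and galanin both at EC90 stimulate the cells; cAMP rise reported by CNG channel membrane potential dye signal; 0% = forskolin plus galanin with DMSO and 100% = forskolin alone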
Target sequence (O60755 1-299 limits assumed): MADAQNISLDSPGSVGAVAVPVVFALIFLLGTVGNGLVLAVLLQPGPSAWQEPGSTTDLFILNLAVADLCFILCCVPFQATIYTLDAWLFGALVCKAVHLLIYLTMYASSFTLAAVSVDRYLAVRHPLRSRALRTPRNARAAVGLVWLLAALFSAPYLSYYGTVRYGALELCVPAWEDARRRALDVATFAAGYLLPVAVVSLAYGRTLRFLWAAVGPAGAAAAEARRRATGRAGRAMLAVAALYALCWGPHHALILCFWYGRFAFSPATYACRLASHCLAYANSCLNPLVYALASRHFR
MEKK2 mut-MEK5 – MEK5 binding signal on mutant MEKK2 PB1, primary screen, biochemical, multiplex bead flow cytometry, Alexa488-MEK5. Alexa488-MEK5 binding to MEKK2 mutant. percent response, % at 10 µM. 290,000 tested, 0.35% active. AID 1530, 2009; in the data active means percent response above about 24%, passing the limit was not always enough; further: inactives centre near 1; some results filed as inactive read as strong as hits
M18AAP inhibitor – PfM18AAP inhibitors, malaria aminopeptidase, primary screen, biochemical, QFRET, recombinant enzyme | M18 aspartyl aminopeptidase (Plasmodium falciparum 3D7) | H-Glu-NHMec fluorogenic cleavage | inhibition, % at 7.35 µM | 290,000 tested, 1.2% active | AID 1822, 2009;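 active means inhibition above the campaign mean inhibition over all tested compounds plus 3 SD, cut at about 28% in these data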;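 further: 0% = plate median of test compound wells and 100% = 2 mM ZnCl2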
V1R ag counter – agonists of human V1a receptor, primary screen, counter-screen for OXTR agonist project, fluorescence, CHO-V1R cells; Vasopressin V1a receptor (Homo sapiens), P37288; Fluo-8 calcium fluorescence, agonist mode; 0% DMSO, 100% 3 nM vasopressin; activation, % at 3 µM; 320,000 tested, 0.25% active; AID 2797, 2010;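 active means activation above the mean activation of all tested compounds plus 3 SD, per screening run, cut at about 20% in these data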;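 further: signal is peak over basal fluorescence ratio across a 100 second FLIPR read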
Target sequence (P37288 whole entry, looked up): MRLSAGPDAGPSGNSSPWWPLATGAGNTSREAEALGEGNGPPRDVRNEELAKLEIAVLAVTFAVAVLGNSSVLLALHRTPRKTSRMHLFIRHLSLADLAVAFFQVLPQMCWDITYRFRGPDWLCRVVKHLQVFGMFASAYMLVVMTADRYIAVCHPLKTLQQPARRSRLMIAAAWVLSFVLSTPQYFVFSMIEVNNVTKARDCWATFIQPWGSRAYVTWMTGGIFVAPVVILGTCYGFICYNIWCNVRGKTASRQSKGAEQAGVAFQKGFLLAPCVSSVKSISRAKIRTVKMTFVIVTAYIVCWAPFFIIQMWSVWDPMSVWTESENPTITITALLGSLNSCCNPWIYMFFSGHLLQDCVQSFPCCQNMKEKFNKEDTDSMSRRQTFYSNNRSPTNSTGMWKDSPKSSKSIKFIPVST
NALP1 inh – NALP1 inflammasome inhibitors in reconstituted yeast, colorimetric, S. cerevisiae, triplicate retest. S. cerevisiae NALP1/ASC/caspase-1 growth, X-gal OD620, 72 h. inhibition, % at 10 µM. 280,000 tested, 0.61% active. AID 2071, 2009; in the data active means inhibition mostly above about 24%, no sharp cut-off; inactive means mostly below about 32%; further: some compounds called inactive have numbers as strong as hits
OXTR ag – human OXTR agonists, primary screen, fluorescence, CHO-OTR cells, Fluo-8 calcium; Oxytocin receptor (Homo sapiens), P30559; Fluo-8 calcium fluorescence; normalized: DMSO 0%, oxytocin 100%; activation, % at 3 µM; 320,000 tested, 0.32% active; AID 2435, 2010;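 active means activation above the mean of all tested compounds plus 3 SD, cutoff set per screening run, cut at about 20% in these data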;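 further: peak over basal fluorescence ratio from a 100 s FLIPR kinetic read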
GPR7 antagonist – GPR7 receptor antagonists, primary screen, cell-based, fluorescence, single concentration; 290,000 tested, 1.1% active; inhibition, % at 4.4 µM; GPR7-expressing cells, fluorescence antagonist assay; AID 1861, 2009; in the data active means inhibition above about 16%, passing the limit was not always enough;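 further: cells stimulated with the agonist NPW; 0% = agonist with vehicle and 100% = vehicle without agonist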
Target sequence (P48145 whole entry, looked up): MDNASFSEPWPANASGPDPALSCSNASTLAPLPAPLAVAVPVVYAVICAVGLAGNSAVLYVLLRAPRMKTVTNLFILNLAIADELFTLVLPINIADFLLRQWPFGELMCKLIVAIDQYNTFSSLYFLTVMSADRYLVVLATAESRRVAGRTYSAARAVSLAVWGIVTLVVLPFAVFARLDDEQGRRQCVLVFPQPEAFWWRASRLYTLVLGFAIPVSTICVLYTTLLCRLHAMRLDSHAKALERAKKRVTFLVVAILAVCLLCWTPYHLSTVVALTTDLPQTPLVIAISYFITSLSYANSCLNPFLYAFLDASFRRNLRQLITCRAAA
MEKK2wt PB1 HTS – modulators of MEK5 binding to wildtype MEKK2, primary screen, biochemical, multiplex bead flow cytometry, Alexa488-MEK5. Alexa488-MEK5 binding to MEKK2 WT; actives lie on both sides. binding response (% of control), % at 10 µM. 290,000 tested, 1.1% active; in the data active means binding response below about 67% or above about 130%
OXTR potentiate – human OXTR potentiators, primary screen, fluorescence, CHO-OTR cells, Fluo-8 calcium; activation, % at 3 µM; Oxytocin receptor (Homo sapiens), P30559; 320,000 tested, 0.061% active; Fluo-8 calcium fluorescence, potentiator mode; 0% = oxytocin EC15, 100% = EC100;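 active means activation above that plate's cutoff, the mean activation of tested compounds plus 3 SD, cut at about 6.6% in these data, passing the limit was not always enough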;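 further: 100% uses oxytocin at 75 nM as the full agonist control; some results filed as inactive read as strong as hits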
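Dosing: Single dose, 3.0 µM nominal final compound concentration | Material: Human OTR in CHO cells | Technique: Kinetic Fluo-8 calcium fluorescence | Benchmarks: EC15 oxytocin alone as 0%, 75 nM oxytocin as 100% | Probe or stimulus: Oxytocin at about EC15, sub-maximal agonist stimulus | Incubation: Compound 6 min at room temperature before oxytocin, 100 s read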
* hit, by the source's call; / = not tested or not shown.

SMILES	GalR3 antag	MEKK2 mut-MEK5	M18AAP inhibitor	V1R ag counter	NALP1 inh	OXTR ag	GPR7 antagonist	MEKK2wt PB1 HTS	OXTR potentiate
Cc1ccc(C(=O)OCC(=O)Nc2sccc2C(N)=O)cc1NC(=O)c1ccco1	-1.5	0.0	-4.8	3.3	8.1	8.5	-11.2	104.0	-21.4
N#Cc1c(Cl)cccc1Oc1ccc(S(=O)(=O)Nc2ccccc2)cc1	-7.5	4.0	-11.4	4.1	7.0	1.3	-0.2	95.0	-14.8
Cc1ccc(Nc2nc(Cl)nc(N(C)C#N)n2)cc1	5.2	3.0	0.0	-1.3	11.0	-2.4	4.1	101.0	-8.0
CC(=O)N1C(C)(C)CC(=NOC(=O)c2ccccc2)CC1(C)C	1.8	-3.0	-0.3	-0.1	8.8	-0.4	-9.1	98.0	2.5
CC(=O)c1cc(F)c(N2CCN(C(=O)c3ccco3)CC2)cc1C	-2.9	0.0	-4.8	6.2	2.7	7.3	-3.2	99.0	-21.1
COc1ccc(-n2c(=S)[nH]c3ccccc32)cc1	-5.1	-1.0	5.1	-0.6	5.1	-2.1	1.5	107.0	-12.6
O=C(Nc1ccc(N2CCCC2)cc1)c1cc2ccccc2o1	-8.9	5.0	15.7	-0.3	/	-1.2	0.8	131.0	-18.7
CCOc1ccccc1NC(=O)CC1SC(=N)N(c2ccccc2)C1=O (configuration not stated)	-7.7	0.0	-1.4	5.5	20.9	-0.6	-10.1	112.0	-5.5
O=C(/C=C/c1ccccc1[N+](=O)[O-])N1CCN(c2ccccc2F)CC1	-0.9	0.0	0.2	0.5	4.9	-0.4	-5.0	108.0	1.2
Cc1noc(NS(=O)(=O)c2ccc(NC(=O)Nc3ccc(Cl)c(Cl)c3)cc2)c1C	-1.5	-12.0	6.3	3.0	33.2	-0.3	-3.8	92.0	-10.4
O=C(OC1CCOC1=O)c1cc(-c2ccc(Br)cc2)nc2ccccc12 (configuration not stated)	1.2	1.0	0.4	-0.4	47.0	-0.6	-0.8	97.0	-2.1
Cn1cc(CN2CCCC(C(=O)c3cc(F)ccc3F)C2)c2ccccc21 (configuration not stated)	-5.3	-5.0	-7.8	3.2	9.9	8.3	2.8	103.0	-12.9
CCc1ccc2c(c1)c1nc(C)sc1n2CC(=O)OC	-6.6	-2.0	-1.1	-0.9	6.1	-0.9	-12.9	100.0	4.3
Cn1cc(CN2CCc3sccc3C2)c(-c2ccccc2F)n1	6.2	14.0	5.7	0.2	1.9	0.2	-9.3	112.0	-4.4
O=C(N1CCN(c2ccccc2)CC1)C1(c2cccs2)CCOCC1	/	11.0	-13.0	1.6	-2.4	-0.8	6.1	113.0	-6.7
Cc1cccc(C(=O)N2CCN(c3ccc(N4CCOCC4)nn3)CC2)c1	-2.0	-3.0	-1.3	0.5	/	8.4	5.8	96.0	-2.6
O=C(O)CCC(=O)N(Cc1ccccc1)Cc1ccccc1	-7.3	3.0	-13.1	0.2	18.5	0.7	-14.3	107.0	-0.3
O=C(N/N=C/c1ccc(OC(F)F)cc1)c1ccc(Br)cc1	-6.4	-2.0	4.0	1.1	20.3	-1.3	-16.1	93.0	-0.8
CCOC(=O)c1cc2occc2n1CC(=O)N1CCCc2ccccc21	-7.3	-1.0	15.8	-1.6	16.8	-2.8	4.6	90.0	2.2
CCOc1ccc(NC(=O)CC2SC(=O)N(c3ccccc3)C2=O)cc1 (configuration not stated)	8.8	-11.0	3.1	-0.8	5.1	0.2	-8.3	98.0	-3.4

One compound at a time (already shown). Order of screens: GalR3 antag, MEKK2 mut-MEK5, M18AAP inhibitor, V1R ag counter, NALP1 inh, OXTR ag, GPR7 antagonist, MEKK2wt PB1 HTS, OXTR potentiate
O=C(O)CCC(=O)N(Cc1ccccc1)Cc1ccccc1 is listed with -7.3, 3.0, -13.1, 0.2, 18.5, 0.7, -14.3, 107.0, -0.3
CCOC(=O)c1cc2occc2n1CC(=O)N1CCCc2ccccc21 is listed with -7.3, -1.0, 15.8, -1.6, 16.8, -2.8, 4.6, 90.0, 2.2
Cc1cccc(C(=O)N2CCN(c3ccc(N4CCOCC4)nn3)CC2)c1 is listed with -2.0, -3.0, -1.3, 0.5, /, 8.4, 5.8, 96.0, -2.6
O=C(N/N=C/c1ccc(OC(F)F)cc1)c1ccc(Br)cc1 is listed with -6.4, -2.0, 4.0, 1.1, 20.3, -1.3, -16.1, 93.0, -0.8

(next part)
SMILES	GalR3 antag	MEKK2 mut-MEK5	M18AAP inhibitor	V1R ag counter	NALP1 inh	OXTR ag	GPR7 antagonist	MEKK2wt PB1 HTS	OXTR potentiate
CC(C)(C)c1ccc(S(=O)(=O)N2CCN(Cc3cc4c(cc3O)OCO4)CC2)cc1	-1.7	/	/	0.5	/	-0.3	/	/	-0.9
CC(C)(C)Nc1nc2cc([N+](=O)[O-])ccc2o1	-2.9	4.0	1.1	-0.9	24.7	-2.9	20.9	105.0	-3.2
COc1ccccc1NC(=O)COc1cccnc1[N+](=O)[O-]	-3.6	/	/	-0.2	/	-0.1	/	/	-2.3
CC(C)CCNC(=O)CCCOc1cc(=O)n(C)c2ccccc12	-3.8	/	-10.6	-0.5	-17.0	-1.1	3.8	/	-5.8
O=C(NCCCN1CCOCC1)c1ccc2c(=O)n(CCc3ccccc3)c(=O)[nH]c2c1	-6.8	4.0	-5.8	0.1	20.1	0.3	5.9	109.0	-7.0
CCN(CC)S(=O)(=O)c1ccc2[nH]c(=O)c3ccccc3c2c1	-8.7	13.0	6.4	/	7.9	/	-13.9	110.0	/
Cc1ccc(-n2c(N)c(C(N)=O)sc2=S)c(C)c1	-6.5	/	39.1*	0.2	15.6	-0.1	2.8	/	-3.3
COc1ccc(NC(=O)n2ncc3cc(Cl)ccc32)cc1OC	-11.4	-9.0	-3.6	4.5	20.7	2.4	23.6	98.0	-5.5
O=C(CSCc1ccc(Cl)cc1)Nc1ccc(-c2nnc(-c3ccccc3)o2)cc1	3.0	8.0	-10.3	0.0	14.6	0.3	-4.3	94.0	3.3
O=C(CN1CCN(Cc2ccccc2Cl)CC1)N/N=C/c1ccco1	-4.6	-19.0	-6.5	0.8	20.1	0.1	-20.9	92.0	-1.7
CCOc1ccc(/C=N/NC(=O)COc2ccccc2-c2ccccc2)cc1	-7.6	-4.0	5.6	0.2	-2.0	-0.9	4.5	100.0	-2.4
Cc1ccc(NC(=O)c2ccc(CSc3nnc(C)s3)cc2)c(C)c1	-1.0	1.0	-0.1	1.9	-1.3	-1.3	-6.3	101.0	-9.3
COc1ccccc1/C=C1/C(=O)N(c2ccccc2)N=C1C	-5.1	4.0	14.4	18.7	21.5	2.9	-9.8	99.0	-10.1
COc1ccc(S(=O)(=O)Nc2ccc3c(c2)C(=O)N([C@H](C)CO)C[C@H](C)[C@@H](CN(C)S(=O)(=O)c2c(C)noc2C)O3)cc1	-4.9	/	/	1.6	/	0.5	/	/	-3.0
Cc1cnc(NC(=O)c2cc3c(s2)CCCC3)s1	-8.4	-1.0	-0.3	-0.2	12.3	-1.3	-3.1	100.0	-14.7
CC(=O)c1cccc(NC(=O)c2cc(-c3ccc(C)cc3)on2)c1	-0.7	7.0	0.3	0.6	9.0	1.1	-8.2	104.0	-9.0
COc1ccc(C)cc1NC(=O)Nc1ccccc1SC	-6.9	-1.0	2.2	-1.5	5.3	-2.7	-7.1	99.0	6.4
CN1CCN(S(=O)(=O)c2ccc(NC(=O)c3ccc(F)cc3Cl)cc2)CC1	0.0	1.0	-0.5	1.2	/	1.0	-5.1	106.0	-7.8
CC(C)(C)c1ccc(Cn2c(=N)n(CC(O)c3ccco3)c3ccccc32)cc1 (configuration not stated)	/	0.0	3.0	4.0	7.6	12.8	23.6*	113.0	-10.1
O=C(Nc1ccccc1C(=O)NCCCN1CCOCC1)c1ccc(F)cc1F	0.3	1.0	-1.7	0.8	12.7	-0.1	13.0	94.0	-8.5
CC1CCN(CCCOc2ccc(Br)cc2Cl)CC1	-1.1	5.0	3.2	1.4	24.0	6.4	7.2	114.0	-15.7
Cc1ccc(S(=O)(=O)NCC(c2ccccc2)N2CCN(c3ccc(F)cc3)CC2)cc1 (configuration not stated)	-7.9	4.0	-1.6	/	10.8	/	-15.7	97.0	/
OC(COc1ccc(Cl)cc1)CN1CCCCC1 (configuration not stated)	-2.6	4.0	0.7	0.8	18.7	0.6	-1.1	97.0	3.8
O=C(CN1C(=O)NC2(CCCC2)C1=O)Nc1cc(Cl)ccc1N1CCOCC1	1.3	/	/	0.4	/	0.1	/	/	-1.5
CC(=O)c1c(C)[nH]c(C(=O)CSc2ccc(F)cc2)c1C	-5.8	3.0	-1.0	10.5	-2.2	15.7	-9.7	109.0	-9.2
O=C(NCCN=C1NS(=O)(=O)c2ccccc21)c1ccncc1	-5.0	3.0	2.1	1.1	8.1	0.2	-2.5	99.0	-4.3
COCC1CCCC1OS(N)(=O)=O (configuration not stated)	-6.6	3.0	-0.1	1.1	14.3	1.1	-3.8	119.0	1.9
Cn1c(N)c(C(=O)COC(=O)c2ccc3ccccc3c2)c(=O)n(C)c1=O	-4.2	/	/	13.0	/	17.2	/	/	-9.9
O=C(NC1CCCC1)c1ccc(Br)o1	-4.4	-1.0	-1.4	0.3	-3.5	-1.3	-0.1	98.0	-2.6
CCOc1ccc(S(=O)(=O)N2CCC(C(=O)N3CCc4ccccc4C3)CC2)cc1	-1.9	-4.0	-1.7	4.2	25.9	0.3	4.5	100.0	-5.8
CC(=O)N(CCCc1ccc(C(C)(C)C)cc1)CCCN(C)C	-3.8	4.0	-0.9	1.6	8.0	1.4	0.8	106.0	-0.4
O=C(CSc1cccc[n+]1[O-])Nc1cccc(Oc2ccccc2)c1	6.1	0.0	2.3	0.2	9.8	1.9	-12.3	99.0	-4.2
c1ccc(-c2cn3c(n2)CCC3)cc1	-4.0	-8.0	1.2	0.6	3.2	-0.8	-19.7	100.0	-8.4
O=C(Nc1ccc(Oc2ccccc2)nc1)C1CCCCN1Cc1ccc(OCCO)cc1 (configuration not stated)	1.8	15.0	-2.5	0.8	4.8	0.6	-2.2	110.0	-10.0
COC(=O)[C@@H](NC(=O)Nc1cccc(Br)c1)C(C)C	-1.6	-1.0	-0.6	-0.4	/	0.1	-1.2	100.0	-5.4
CC1(C)C2CC[C@]3(C)C(CC=C4[C@@H]5C[C@@](C)(CO)[C@@H](O)C[C@]5(C(=O)O)CC[C@]43C)[C@@]2(C)CC[C@@H]1O (some centres not stated)	/	2.0	/	1.2	/	1.0	/	99.0	-6.8

Reprinted at random: 2 records from the list, in no set order.
SMILES	GalR3 antag	MEKK2 mut-MEK5	M18AAP inhibitor	V1R ag counter	NALP1 inh	OXTR ag	GPR7 antagonist	MEKK2wt PB1 HTS	OXTR potentiate
O=C(CN1C(=O)NC2(CCCC2)C1=O)Nc1cc(Cl)ccc1N1CCOCC1	1.3	/	/	0.4	/	0.1	/	/	-1.5
COC(=O)[C@@H](NC(=O)Nc1cccc(Br)c1)C(C)C	-1.6	-1.0	-0.6	-0.4	/	0.1	-1.2	100.0	-5.4
